Compound activity as filed in PubChem.
ULK1 inh – ULK1 kinase inhibitors, primary screen, biochemical, AlphaScreen. Serine/threonine-protein kinase ULK1 (Homo sapiens), O75385. AlphaScreen Atg13 phosphorylation by ULK1, luminescence. inhibition, % at 5.96 µM. 30,000 compounds, 1.9% hits; in the data active = inhibition above about 43%;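 also: 0% = median of compound wells and 100% = no enzyme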
Target sequence (O75385 whole entry, looked up): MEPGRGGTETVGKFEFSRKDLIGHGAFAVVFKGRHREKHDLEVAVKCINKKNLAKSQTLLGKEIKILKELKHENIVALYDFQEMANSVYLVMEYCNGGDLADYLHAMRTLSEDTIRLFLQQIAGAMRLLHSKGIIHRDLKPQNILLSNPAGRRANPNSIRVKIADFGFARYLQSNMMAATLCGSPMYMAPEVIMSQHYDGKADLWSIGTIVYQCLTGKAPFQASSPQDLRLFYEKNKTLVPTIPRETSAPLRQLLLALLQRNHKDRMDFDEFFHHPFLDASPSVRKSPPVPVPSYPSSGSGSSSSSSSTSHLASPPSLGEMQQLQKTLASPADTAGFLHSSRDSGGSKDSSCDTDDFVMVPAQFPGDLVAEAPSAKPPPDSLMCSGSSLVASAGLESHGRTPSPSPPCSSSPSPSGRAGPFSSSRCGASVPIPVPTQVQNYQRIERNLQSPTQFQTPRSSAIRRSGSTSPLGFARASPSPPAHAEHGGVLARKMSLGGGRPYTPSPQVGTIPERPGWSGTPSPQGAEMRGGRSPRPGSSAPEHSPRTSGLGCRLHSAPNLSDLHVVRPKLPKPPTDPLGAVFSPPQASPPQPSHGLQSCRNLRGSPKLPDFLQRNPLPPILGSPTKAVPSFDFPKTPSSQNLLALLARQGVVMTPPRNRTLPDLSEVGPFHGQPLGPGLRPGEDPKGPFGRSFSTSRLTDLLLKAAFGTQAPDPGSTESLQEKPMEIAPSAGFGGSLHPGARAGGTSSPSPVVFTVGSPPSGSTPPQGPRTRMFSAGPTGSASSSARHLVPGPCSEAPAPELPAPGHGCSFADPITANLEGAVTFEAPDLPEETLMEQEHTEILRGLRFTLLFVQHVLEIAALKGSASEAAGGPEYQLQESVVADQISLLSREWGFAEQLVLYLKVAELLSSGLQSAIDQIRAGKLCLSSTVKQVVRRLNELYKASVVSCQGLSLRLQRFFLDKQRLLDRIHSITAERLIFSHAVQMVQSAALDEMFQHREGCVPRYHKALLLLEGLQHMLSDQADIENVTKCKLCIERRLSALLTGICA
ASK1 primary – ASK1 kinase inhibitors, primary screen, biochemical, AlphaScreen; Mitogen-activated protein kinase kinase kinase 5 (Homo sapiens), Q99683; AlphaScreen MKK6 phosphorylation by ASK1, luminescence; inhibition, % at 7.44 µM; 22,000 compounds, 0.99% hits; in the data active = inhibition above about 35%;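 also: 0% = median of compound wells and 100% = no enzyme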
* = called active by the depositor; · = not tested or not shown.

cpd	Compound	ULK1 inh	ASK1 primary
1	N[C@@H](C(=O)N1CCC(Nc2ccc3[nH]ncc3c2)C1)c1ccccc1 (some centres undefined)	27	-24
2	CC(C)N(CCNC(=O)c1cnc(Oc2ccccc2)s1)C(C)C	1	-3
3	COC(=O)CC1(C)NN=C(c2ccc(C)cc2)S1 (centres undefined)	-4	·
4	O=C(NCCOc1ccccc1)c1ccc2nc(NCc3cccnc3)sc2c1	-13	-19
5	CC(=O)c1cccc(NC(=O)C2CCCCN2S(=O)(=O)c2ccc(Cl)s2)c1 (centres undefined)	-2	·
6	O=C(NCCCN1CCCC1=O)c1ccnc(Nc2ncccn2)c1	9	-6
7	Cc1nc(C)n(-c2ccc(Nc3nccc(-c4ccccc4-c4ccccc4)n3)cc2)n1	-29	-1
8	Nc1nc(NCCCN2CCCC2=O)cc(N2CCOCC2)n1	2	6
9	Cc1cccc(NC(=O)c2ccc(F)o2)c1N1CCC2(CC1)OCCO2	-8	-26
10	COc1ccc(-c2nc(NCCc3ccc(O)cc3)c3ncn(-c4ccsc4)c3n2)cn1	-8	10
11	O=C(NC1CC1)c1ccc(-c2ncc(C(=O)NCCN3CCOCC3)s2)cc1	2	-2
12	COc1ccc(-c2cccc(C(=O)Nc3ccccc3)c2)cc1	-10	-2
13	Fc1ccc2c(c1)nc(NCCc1ccccc1)c1nccn12	-29	·
14	CC(C)=CCN1CCN(c2c(Cl)cccc2NC(=O)c2ccc(Br)o2)CC1	7	-13
15	Cc1cc(Nc2ccc3c(c2)OCO3)nc(Nc2ccc(C(F)(F)F)cc2)n1	-34	25
16	O=C(Nc1cnn(-c2cccc(C(=O)Oc3cccnc3)c2)c1)Nc1ccccc1Cl	4	-8
17	Cc1cc(NCCOc2ccccc2)nc(N2CCOCC2)n1	-5	-5
18	O=C(Nc1cc(-c2ccccc2OCc2ccccc2)ccn1)C1CCOC1 (centres undefined)	-8	6
19	CCCNC(=O)c1ccc2nc(Nc3ccc(C(F)(F)F)cc3)sc2c1	-9	-1
20	CN1CCN(c2ccc(-c3nc(NC4CC4)c4ncn(-c5ccsc5)c4n3)cc2)CC1	0	5
21	O=C(NCc1ccccc1)c1cncc(Nc2ncccn2)c1	10	-16
22	Nc1cccc(-c2cc(NC3CC3)ncn2)c1	-16	-4
23	O=C(c1ccccc1)c1ccccc1	6	·
24	O=C(O)/C=C/c1ccc(Cn2ccnc2)cc1	5	·
25	CC(=O)Nc1ccc(Nc2cc(C)nc(N3CCN(c4ccccn4)CC3)n2)cc1	-11	7
26	COc1ccc(N/C(C)=C/C(=O)c2ccc(Cl)cc2)c(OC)c1	3	·
27	c1ccc(Nc2cc(N3CCOCC3)ncn2)cc1	-4	-10
28	Nc1cccc(-c2ccc(C(=O)Nc3ccc(Oc4ccccc4)cc3)s2)c1	-19	0
29	CC(C)N(CCNC(=O)c1ccc2nc(NC3CCC(O)CC3)sc2c1)C(C)C (centres undefined)	-10	7
30	COc1ccc(CCNc2cc(C)nc(-c3ccc(C(=O)N4CCN(C)CC4)cc3)n2)cc1	-8	3
31	CS(=O)(=O)N(CC(=O)Nc1cccc(Cl)c1)c1cccc(Cl)c1	-22	·
32	Cn1c(=O)[nH]c(=O)c2c1nc(Br)n2CCCBr	-8	·
33	CC(C)n1cnc2c(NCc3nc4ccccc4[nH]3)nc(Nc3ncccn3)nc21	4	-23
34	CNC(=O)c1ccccc1Nc1cc(Nc2ccc(C(=O)N3CCOCC3)cn2)ncc1C(F)(F)F	86*	8
35	CCN(CC)c1nc(Nc2ccc(-n3ccnc3)cc2)nc(NC2CCN(Cc3ccccc3)CC2)n1	-46	9
36	CS(=O)(=O)c1ccc(NCc2ccccc2)cc1	-7	·
37	O=C(CCCN1CC=C(n2c(=O)[nH]c3ccccc32)CC1)c1ccc(F)cc1	0	·
38	Oc1ccc(CCNc2nc(-c3csc4ccccc34)nc3c2ncn3-c2ccsc2)cc1	-40	2
39	O=C(c1cccc(Nc2nccc(-c3ccc4c(=O)[nH]c(C5CC5)nc4c3)n2)c1)N1CCCC1	65*	-17
40	COc1ccc(-c2cc(C(=O)NCCN(C(C)C)C(C)C)ccn2)cn1	-17	-10
41	CC(=O)Nc1ccc(Nc2ncnc3nc(-c4ccc(C(=O)NC5CC5)cc4)[nH]c23)cc1	11	-7
42	c1ccc(Nc2ccnc(N3CCN(c4ccccn4)CC3)n2)cc1	-12	-11
43	CC(C)N(CCNC(=O)c1ccc2nc(Nc3ccccc3)sc2c1)C(C)C	-11	5
44	Cc1nc(NCCCn2ccnc2)cc(-c2ccc(F)cc2)n1	7	·
45	CC(C)n1cnc2c(NCCCN3CCOCC3)nc(-c3cccc(OC(F)(F)F)c3)nc21	-5	-7
46	CCOc1c(CC)cnc2c1c(=O)n(Cc1ccc(F)cc1)c(=O)n2C	4	·
47	CN(C)c1cc(F)cc(-c2ccnc(Nc3ccc(-n4cnc(N5CCOCC5)n4)cc3)n2)c1	-12	5
48	O=[N+]([O-])c1cc(C(F)(F)F)ccc1Cl	5	·
49	Cn1nccc1Nc1cccc(C(=O)NC2CCN(Cc3ccccc3)CC2)n1	17	8
50	CC(=O)S[C@@H]1CC2=CC(=O)CC[C@]2(C)[C@H]2CC[C@@]3(C)[C@@H](CC[C@@]34CCC(=O)O4)[C@H]12	-9	·
51	Cn1nccc1Nc1nc(NC2CC2)c2ncn(-c3ccsc3)c2n1	17	-6
52	CC(=O)Nc1ccc(NC(=O)c2ccnc(Nc3ccncc3)c2)cc1	-2	5
53	O=C(NC1CC1)c1cc(N2CCc3ccccc3C2)nc2ccccc12	2	-18
54	O=C(NCc1nc2ccccc2[nH]1)c1ccc2nc(Oc3ccccc3)sc2c1	-1	11
55	N#Cc1ccc(C[C@H](N)c2nc3ccc(-c4ccncc4)cc3[nH]2)cc1	-7	6
56	O=C(Nc1cccc(-c2ccncc2)n1)C1Cc2ccc3ccccc3c2O1 (centres undefined)	-2	6

(listing goes on)
cpd	Compound	ULK1 inh	ASK1 primary
57	CN1CCC(Oc2cc(-c3cn[nH]c3)ccc2NC(=O)C2COc3ccccc3O2)CC1 (centres undefined)	0	-9
58	CNC(=O)c1ccc(Nc2cc(Nc3ccccc3C(=O)NC)c(C(F)(F)F)cn2)nc1	87*	-9
59	O=C1CCCN1CCCNc1nc(Nc2ccncn2)nc2c1ncn2-c1ccsc1	7	7
60	CCN(CC)c1nc(NCCN2CCOCC2)nc(Nc2ccncn2)n1	-2	-12
61	COc1ccc(-c2nc(Nc3ccc(NC(C)=O)cc3)c3ncn(C4CCCCC4)c3n2)cn1	-6	-14
62	O=C(NCC1CCCO1)C1CCN(Cc2c[nH]c3ccccc23)CC1 (centres undefined)	2	·
63	FC(F)(F)Oc1ccc(Nc2cc(NCC3CCCO3)ncn2)cc1 (centres undefined)	-2	-4
64	CCCNC(=O)NS(=O)(=O)c1ccc(Cl)cc1	-8	·
65	Cc1ccc(-c2cnccc2NC(=O)C2COc3ccccc3O2)cc1 (centres undefined)	2	3
66	COc1ccc(C(=O)NNC(=O)CCCC(=O)O)cc1	6	·
67	NC(=O)Nc1ccc(S(=O)(=O)c2ccc(N)cc2)cc1	-5	·
68	O=C(Nc1ccccc1)c1ccc2nc(Nc3ccc(-n4ccnc4)cc3)sc2c1	-11	-13
69	COc1cc(Nc2nc(-c3c(C)nn(C)c3C)ncc2C)cc(OC)c1OC	16	10
70	COc1ccc(-c2nccc(NCc3ccccc3)n2)cn1	-2	-11
71	FC(F)(F)c1ccc(Cn2cnc3c(NCCN4CCOCC4)nc(Nc4ccc(-n5ccnc5)cc4)nc32)cc1	-18	2
72	Cc1cc(NCCN(C(C)C)C(C)C)nc(-c2ccc(C(=O)NC3CC3)cc2)n1	5	-2
73	CCOc1ccc(C(=O)Nc2nnc3n2CCCS3)cc1	-2	·
74	CC(C)[C@@H](O)C(=O)N1CCN(c2ccc3[nH]ncc3c2)CC1	2	-14
75	CN(Cc1ccccc1)c1cc(-c2ccccn2)nc(-c2cccnc2)n1	-12	·
76	Cc1nn(C)c(C)c1-c1nc(N)c2ncn(-c3ccsc3)c2n1	23	6
77	c1ccc(CNc2ncnc3nc(N4CCC(N5CCOCC5)CC4)[nH]c23)cc1	-10	9
78	OCc1ccccc1	13	·
79	CC(C)N(CCNc1cc(-c2ccc(N3CCOCC3)nc2)nc(N)n1)C(C)C	-1	-4
80	O=C(NCCc1ccc(O)cc1)c1cnc(Nc2ccc(C(F)(F)F)cc2)s1	-22	-10
81	C=Cc1c(C)c2cc3[nH]c(cc4nc(cc5nc(cc1[nH]2)C(C)=C5CCC(=O)O)C(CCC(=O)O)=C4C)c(C)c3C=C	7	·
82	CCOc1cc(C=C2C(=O)NC(=O)NC2=O)cc(Br)c1O	11	·
83	CC(=O)Nc1ccc(Nc2nc(-c3ccc(C(=O)N4CCN(C)CC4)cc3)nc3c2ncn3-c2ccsc2)cc1	16	9
84	CC(C)N(CCNC(=O)c1cccc(Nc2ccncn2)n1)C(C)C	-22	8
85	CN1CCC(Oc2cc(-c3ccnc(N)n3)ccc2NC(=O)C2COc3ccc(F)cc3C2)C1 (centres undefined)	-9	9
86	COc1nc(NCCO)nc(-c2ccc(N3CCOCC3)nc2)n1	-7	-1
87	Cc1ccc(C2=NN(C(=O)CCC(=O)O)C(c3ccco3)C2)cc1 (centres undefined)	1	·
88	Cc1ccc(CN2CCN(c3cccc(S(C)(=O)=O)c3)C2=O)cc1	-12	·
89	O=C1CCCN1CCCNc1nc(NC2CCN(Cc3ccccc3)CC2)nc2c1ncn2-c1ccsc1	2	11
90	c1cncc(CNc2nc(N3CCc4ccccc4C3)nc3c2ncn3-c2ccsc2)c1	13	-16
91	CCNc1nc(NCCN(C(C)C)C(C)C)c2ncn(-c3ccsc3)c2n1	5	4
92	CC(C)N(CCNc1nc(-c2cccs2)nc2c1ncn2-c1ccsc1)C(C)C	-7	2
93	CC(C)n1c(N2CCN(c3ccccn3)CC2)nc2c(NCCOc3ccccc3)ncnc21	-10	-2
94	CCOC(=O)C1=C(C)Nc2nc(SCC(C)C)[nH]c(=O)c2C1c1cccnc1 (centres undefined)	7	·
95	O=C(Nc1ccc2c(c1)OCO2)C1CCN(c2ccc(Cl)nn2)CC1	-10	10
96	c1ccc2[nH]c(CNc3ncnc4nc(N5CCC(N6CCOCC6)CC5)[nH]c34)nc2c1	-2	-21
97	CCCS(=O)(=O)NCCS(=O)(=O)N1CCN(c2ccccc2)CC1	-13	·
98	CN1CCN(c2ccc(-c3nc(C(=O)Nc4ccc(Oc5ccccc5)cc4)cs3)cc2)CC1	0	-3
99	CCCCOc1ccccc1C(=O)NNC(=S)NC(=O)c1ccc([N+](=O)[O-])cc1	7	·
100	O=C(NC1CCN(Cc2ccccc2)CC1)c1csc(Nc2ncccn2)n1	18	5
101	Nc1cccc(-c2nc(NCCc3ccc(O)cc3)c3[nH]cnc3n2)c1	-5	3
102	OCCNc1cc(N2CCN(c3ccccn3)CC2)ncn1	-5	-1
103	c1ccc(Nc2ccnc(Nc3ccncn3)n2)cc1	45*	16
104	COc1nc(NCCOc2ccccc2)nc(-c2csc3ccccc23)n1	-7	-24
105	COc1ccc(CCNc2ncnc3nc(NCCN4CCOCC4)[nH]c23)cc1	6	-4
106	OCCNc1ccnc(N2CCOCC2)n1	-39	-8
107	COc1ccc(CCNc2cc(Nc3nccc4ccccc34)ncn2)cc1	-23	-7
108	Cc1cc(C)nc(N(C#N)CCOc2ccc(Cl)cc2)n1	1	·
109	CC(C)n1c(N2CCc3ccccc3C2)nc2c(NCCOc3ccccc3)ncnc21	-19	-14
110	COc1cc(Nc2cc(C)nc(N3CCOCC3)n2)cc(OC)c1OC	12	9
111	CC(C)N(CCNc1ccnc(Nc2nccc3ccccc23)n1)C(C)C	-7	-2
112	COc1ccc2c(c1)CC(C(=O)Nc1ccc(-c3cn[nH]c3)cc1OCCc1ccccn1)CO2 (centres undefined)	-77	20

Following part.
cpd	Compound	ULK1 inh	ASK1 primary
113	COc1ccc(-c2nc(NCc3cccnc3)nc(OC)n2)cn1	2	-5
114	CCN(CC)c1nc(N)nc(Nc2ccc(-n3ccnc3)cc2)n1	2	-9
115	C/C=C(\CC(NC)c1ccccc1)C[Si](C)(C)C (centres undefined)	-5	12
116	COc1cccc(C(=O)NNC(=O)C(=O)NCC(C)C)c1	-10	·
117	Cn1ccc2cc(-c3nc(C(=O)NC4CCN(Cc5ccccc5)CC4)cs3)ccc21	11	-30
118	NC(C(=O)Nc1ccc(-c2cn[nH]c2)cc1)c1ccc(Cl)cc1 (centres undefined)	-9	-6
119	O=C(Nc1ccc(N2CCOCC2)cc1)c1ccnc(N2CCN(Cc3ccc4c(c3)OCO4)CC2)c1	-5	16
120	FC(F)(F)c1ccc(Cn2cnc3c(NCCN4CCOCC4)nc(Cl)nc32)cc1	-18	-23
